MIN6 prolif = inducers of MIN6 beta-cell proliferation, primary screen, ATP luminescence, uHTS; actives 0.29% (n = 330,000); MIN6 cells proliferation, ATPlite luminescence, 48 h; cells starved in 0.2% serum; 100% = growth in 10% serum; AID 2380, 2010; proliferation, % at 10 µM;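 active = compounds whose signal lies at least 3.5 SD above the mean of all wells on their plate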;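 also: 0% = DMSO-treated cells in low-serum medium and 100% = 10% serum control; some compounds called inactive have numbers as strong as hits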
hIAP inh = human IAP inhibitors, primary screen, biochemical, luminescence, uHTS; Intestinal-type alkaline phosphatase (Homo sapiens), P09923; purified IAP, CDP-Star luminescence, 30 min; inhibition, % at 10 µM; actives 0.12% (n = 330,000); AID 2544, 2010;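 active = inhibition reaching a set limit with compound at 10 µM in the primary screen, cut at about 35% in these data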;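 also: plate controls were DMSO wells with enzyme for no effect and no-enzyme buffer wells for full effect; values of inactives mirror those of a sister screen read the other way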
A3A deaminase = APOBEC3A ssDNA deaminase inhibitors, primary screen, selectivity assay for APOBEC3G inhibitor project, biochemical, FAM/TAMRA oligo cleavage fluorescence; actives 0.41% (n = 330,000); inhibition, % at 20 µM; recombinant A3A, FAM/TAMRA ssDNA deamination fluorescence; DNA dC->dU-editing enzyme APOBEC-3A (Homo sapiens), P31941;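 active = at least 40% inhibition at 20 µM here, with at most 30% in a related deaminase screen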;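 also: plate controls were A3A with DMSO for no effect and wells lacking A3A enzyme for full effect; some results filed as inactive read as strong as hits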
Target sequence (P31941 whole entry, looked up): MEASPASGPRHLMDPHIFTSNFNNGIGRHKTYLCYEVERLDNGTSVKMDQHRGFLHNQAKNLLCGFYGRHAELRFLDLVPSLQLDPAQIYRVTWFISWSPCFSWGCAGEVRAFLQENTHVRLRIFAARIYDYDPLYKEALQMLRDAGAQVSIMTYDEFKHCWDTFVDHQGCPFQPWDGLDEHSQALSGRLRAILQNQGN
mIAP activ = activators of mouse IAP, primary screen, biochemical, luminescence, uHTS | actives 0.24% (n = 330,000) | AID 2805, 2010 | muIAP, CDP-Star luminescence, 30 min; active compounds read high; 1 = vehicle-only enzyme signal, 0 = enzyme-free wells | activation factor at 10 µM | intestinal alkaline phosphatase [Mus musculus];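 active = activation factor of at least 2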; also: the source names both 10 and 20 µM as test concentration; values of inactives mirror those of a sister screen read the other way
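Assay system: mouse IAP enzyme / Compound: DMSO-dissolved test compounds / Timing: 30 min, room temperature / Measured by: luminescence from enzymatic CDP-Star hydrolysis / Control set: DMSO-only wells, enzyme-free buffer wells as negative control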
MPTP block = mitochondrial permeability transition pore inhibitors, primary screen, biochemical, isolated mouse mitochondria, absorbance; actives 1.4% (n = 360,000); Ca2+ swelling absorbance, 30 min; inhibition, % at 10 µM; AID 602449, 2012;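 active = inhibition of 50% or more, scaled per plate between neutral and stimulator controls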;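 also: 0% = DMSO wells given calcium and 100% = 1 mM EGTA wells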
mIAP block = inhibitors of mouse IAP, primary screen, biochemical, luminescence, uHTS; intestinal alkaline phosphatase [Mus musculus]; purified mouse IAP, CDP-Star luminescence, 30 min; inhibition, % at 10 µM; actives 0.2% (n = 330,000); AID 2806, 2010;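 active = inhibition of at least 40% at 10 µM in the primary screen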;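 also: plate controls were DMSO with enzyme for no effect and no enzyme wells for full effect; values of inactives mirror those of a sister screen read the other way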
APOBEC3G inh = APOBEC3G DNA deaminase inhibitors, primary screen, biochemical, fluorescence, single-stranded DNA substrate, uHTS; recombinant A3G, ssDNA deamination FAM/TAMRA fluorescence; inhibition, % at 20 µM; actives 0.28% (n = 330,000);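 active = inhibition of at least 40% at 20 µM, with no more than 30% in the related APOBEC3A deaminase screen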;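 also: plate controls were DMSO wells with A3G for no effect and wells lacking A3G enzyme for full effect; some compounds called inactive have numbers as strong as hits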
Target sequence (Q9HC16 whole entry, looked up): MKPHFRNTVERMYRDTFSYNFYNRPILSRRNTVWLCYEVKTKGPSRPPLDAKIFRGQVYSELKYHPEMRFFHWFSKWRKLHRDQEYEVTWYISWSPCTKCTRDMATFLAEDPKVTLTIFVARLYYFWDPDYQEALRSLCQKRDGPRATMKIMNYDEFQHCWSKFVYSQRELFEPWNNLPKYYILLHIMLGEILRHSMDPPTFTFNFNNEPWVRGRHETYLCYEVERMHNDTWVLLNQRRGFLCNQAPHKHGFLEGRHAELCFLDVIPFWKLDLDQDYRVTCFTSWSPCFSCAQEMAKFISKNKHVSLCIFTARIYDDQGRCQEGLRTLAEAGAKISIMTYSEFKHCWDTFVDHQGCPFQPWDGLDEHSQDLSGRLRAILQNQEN
hIAP act = human IAP activators, primary screen, biochemical, luminescence, uHTS; Intestinal-type alkaline phosphatase (Homo sapiens), P09923; purified human IAP, CDP-Star luminescence, 30 min; active compounds read high; 1 = vehicle-only enzyme, 0 = enzyme-free background; activation factor at 10 µM; actives 0.16% (n = 330,000); AID 2524, 2010;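 active = activation factor of the enzyme at least 2-fold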; also: the source names both 10 and 20 µM as test concentration; values of inactives mirror those of a sister screen read the other way
GRIN3A LBD mod = binders of NR3A ligand-binding domain, primary screen, biophysical, differential scanning fluorimetry, uHTS. NR3A LBD differential scanning fluorimetry, Tm shift; 0% = protein alone, 100% = glycine-bound protein. Tm shift relative to glycine control, % at 25 µM. actives 2.5% (n = 340,000). AID 1259313, 2017;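 active = melting temperature shift of at least 10% of the positive control shift, at one fixed dose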
Starred values were filed as active, the others as inactive; . = no result given; & = joins results of further samples.

Value order: hIAP inh	GRIN3A LBD mod	MPTP block	mIAP activ	MIN6 prolif	mIAP block	hIAP act	APOBEC3G inh	A3A deaminase
> CC1(C)NC(=O)N(CC(=O)OCC(=O)Nc2cccc(S(N)(=O)=O)c2)C1=O
  -60	-1	-0.3	1.1	-2	-9	1.6	4	4
> O=C(NCC(=O)N1CCN(C(c2ccccc2)c2ccccc2)CC1)c1ccc(Br)o1
  -6	-4	0.5	1	-5	-2	1.1	-6	8
> COCCN(C(=O)CSc1ncc(C(F)(F)F)cc1Cl)c1c(N)n(Cc2ccccc2)c(=O)[nH]c1=O
  4	-1	1.5	0.99	5	1	0.96	-13	-2
> O=C(COc1ccc(C2SCCS2)cc1)NNC(=O)C(Cl)Cl
  -42	2	2.0	0.97	-3	3	1.4	8	2
> CC1CCCC(C)N1C(=O)c1cc(-c2ccc3c(c2)OCO3)on1 (stereo not given)
  -21	2	-0.9	1.1	0	-6	1.2	-1	-3
> Cc1cccc(Nc2nc(N)nc(CN3CCN(c4ccc(F)cc4)CC3)n2)c1
  -19	-2	-0.9	0.93	-3	7	1.2	12	0
> O=C(NCc1ccccc1)C(=O)Nc1nccs1
  -26	0	0.2	1	-2	-3	1.3	-1	4
> CCN(CC(=O)NCc1cccs1)C(=O)c1cccc(S(=O)(=O)Nc2ccc(OC)cc2)c1
  -26	2	0.9	0.94	-4	6	1.3	-6	1
> CCOc1ccc(CCNC(=O)COC(=O)CCc2cc(OC)c(OC)c(OC)c2)cc1OCC
  -5	2	-1.5	0.96	-1	4	1.1	-7	9
> O=c1cc(O)nc(SCc2ccccc2)n1-c1ccccc1
  23&-12	5&-1	-1.4&-0.4	0.91&1	-2&-1	9&-4	0.77&1.1	-2&-6	-3&3

Further structures.
Value order: hIAP inh	GRIN3A LBD mod	MPTP block	mIAP activ	MIN6 prolif	mIAP block	hIAP act	APOBEC3G inh	A3A deaminase
> CC(C)N(CCNS(=O)(=O)c1ccc(Cl)cc1)C(C)C
  10	2	-2.6	1	0	-2	0.9	0	0
> COc1ccccc1NC(=O)c1ccc2nc(C)sc2c1
  -8	0	0.7	0.93	-2	7	1.1	-5	-3
> CSCCC(NC(=O)c1cccc(S(=O)(=O)N2CCOCC2)c1)c1nc2ccccc2[nH]1 (stereo not given)
  6	1	0.5	1	2	0	0.94	-9	-1
> COc1ccc(OCCSc2nnc(C)n2-c2ccccc2)cc1
  -15	-1	2.7	1.1	-5	-10	1.1	-3	-1
> CN1CCN(c2ccc(NC(=O)CSc3nnnn3-c3ccccc3Cl)cc2)CC1
  -17	-1	-0.2	0.97	-5	3	1.2	-13	-9
> CC1(C)C=Cc2c(ccc(-c3coc4cc(O)ccc4c3=O)c2O)O1
  -6	.	.	0.89	-3	11	1.1	-7	-3
> O=C(Cn1cnc([N+](=O)[O-])c1)NCc1ccc(F)cc1
  -3	0	-1.4	0.92	-2	8	1	3	-1
> Cc1cc(NC(=O)CN2CCc3ccccc3C2)nc2c1c(=O)oc1ccccc12
  10	-3	-0.9	0.94	-6	6	0.9	-2	0
> S=C(Nc1ccccc1Cl)N(CCN1CCCCC1)Cc1ccco1
  0	-2	1.0	0.92	1	8	1	-3	0
> CCOc1ccc(OCC(=O)Nc2ccccc2N2CCCC2)cc1
  6	2	-2.2	0.92	6	8	0.94	-10	-3

(next part)
Value order: hIAP inh	GRIN3A LBD mod	MPTP block	mIAP activ	MIN6 prolif	mIAP block	hIAP act	APOBEC3G inh	A3A deaminase
> COCCN(CCOC)C(=O)C1CCN(c2ccc(S(=O)(=O)N3CCOCC3)cc2[N+](=O)[O-])CC1
  9	1	1.5	0.86	1	14	0.91	-1	-1
> Cc1cccc(C(C)C)c1NC(=O)c1ccc(COc2ccc3c(C)cc(=O)oc3c2)cc1
  -4	0	4.8	0.99	-1	0	1	-8	-3
> N=c1oc2ccc(Br)cc2cc1C(=O)NC1CCCCCC1
  -8	0	0.6	0.98	-7	2	1.1	-6	0
> CCOC(=O)Cn1c(=O)c2c(nc(Br)n2Cc2ccc(Cl)cc2)n(C)c1=O
  9	2	.	0.91	-4	9	0.91	-2	2
> CCN(CC(=O)NCc1ccco1)S(=O)(=O)c1ccc(F)cc1
  2	1	0.3	1.1	5	-6	0.98	-11	-2
> Cc1nn(Cc2ccc(Cl)c(Cl)c2)c(C)c1NC(=O)c1noc2c1CCCCC2
  9	2	3.7	0.93	-5	7	0.91	-8	-1
> CC(C)[C@H](NC(=O)c1cccc(CN(Cc2ccccc2)C(=O)/C=C/c2ccccc2)c1)C(=O)O
  -10	-1	2.8	1	-2	-3	1.1	5	0
> O=C(COC(=O)c1ccccc1OCc1ccccc1Cl)NCC1CCCO1 (stereo not given)
  19	1	-0.6	0.97	-1	3	0.81	-6	-3
> CC(C)NC(=O)CC(=O)N/N=C\c1ccccc1C(=O)O
  -11	-2	-0.5	0.77	1	23	1.1	-6	-1
> COC(=O)c1ccc2[nH]c3c(c2c1)CC(C)CC3 (stereo not given)
  -6	-9	0.5	1.1	1	-5	1.1	-6	1

The listing continues.
Value order: hIAP inh	GRIN3A LBD mod	MPTP block	mIAP activ	MIN6 prolif	mIAP block	hIAP act	APOBEC3G inh	A3A deaminase
> CCN(CC)S(=O)(=O)c1ccc(N2CCOCC2)c(NC(=O)COc2ccccc2)c1
  -2	-2	-3.1	0.99	0	1	1	-6	0
> CCOc1cc(C(c2c(C)[nH][nH]c2=O)c2c(C)[nH][nH]c2=O)cc([N+](=O)[O-])c1O
  12	1	0.6	0.88	-4	12	0.88	-3	-3
> O=C(Cn1cncn1)N/N=C/c1cccc(Cl)c1
  -7	-1	-1.3	1.1	1	-8	1.1	-2	-1
> Oc1ccc(-c2csc(Nc3cccnc3)n2)cc1
  5	7	-0.2	1.1	2	-7	0.95	-2	6
> CCc1ccc(N2CC(C(=O)NCC(C)(C)N3CCOCC3)CC2=O)cc1 (stereo not given)
  -4	0	-0.1	0.97	2	3	1	-9	-1
> Cc1cc(OCc2cc(C(=O)N(C)CC3CCOCC3)no2)cc(C)c1Cl
  -12	-1	-0.7	0.97	1	3	1.1	-4	-6
> CCN(CC(=O)NC1CCS(=O)(=O)C1)S(=O)(=O)c1ccc(Cl)c(C(F)(F)F)c1 (stereo not given)
  -20	2	-0.5	1.1	-4	-6	1.2	2	0
> Cc1cc(C)n2nc(C(=O)OCC(=O)NNC(=O)c3ccccc3)nc2n1
  -3	1	-0.6	0.94	-2	6	1	-1	2
> Cc1ccc(S(=O)(=O)Nc2nc(C)c(NC(=O)OCCCl)s2)cc1
  11	3	0.8	0.93	-4	8	0.89	1	1
> COc1ccc(NC(=O)C(Cc2ccccc2)n2cccc2)cc1 (stereo not given)
  -6	0	1.9	1.2	-1	-20	1.1	-5	-3

New compounds follow
Value order: hIAP inh	GRIN3A LBD mod	MPTP block	mIAP activ	MIN6 prolif	mIAP block	hIAP act	APOBEC3G inh	A3A deaminase
> Cn1c(=O)[nH]c(=O)c2c1nc(CN1CCN(c3ccccc3F)CC1)n2CCCc1ccccc1
  -20	-1	1.4	1	-3	-1	1.2	0	3
> CN(Cc1nc2ccccc2c(=O)[nH]1)Cc1nc2ccsc2c(=O)[nH]1
  -53	-1	-1.2	0.93	8	7	1.5	-6	1
> COC(=O)[C@]1(CC(C)C)N[C@H](c2ccc(-c3ccccc3)cc2)[C@@H]2C(=O)N(C)C(=O)[C@@H]21
  4	-2	-1.6	0.91	0	9	0.96	-1	0
> COc1ccc(CNC(=O)Nc2ccc(C)cc2C)cc1
  3	-1	1.4	1.1	0	-6	0.97	-2	0
> CC(C)(Oc1ccc(F)cc1)C(=O)OCC(=O)c1ccc(S(C)(=O)=O)cc1
  -8	1	-1.1	0.96	-3	4	1.1	-7	-4
> O=C(COC(=O)CNC(=O)C1CCCCC1)Nc1ccc(Br)cc1Br
  9	2	-0.6	0.97	-2	2	0.91	-5	-2
> CC(C)CC(=O)N1CCC(O)(CS(=O)(=O)Cc2ccccc2)CC1
  8	0	1.1	0.95	-1	5	0.92	-7	0
> Cc1cc(C)cc(OCC(=O)Nc2ccccc2N2CCCCC2)c1
  3	0	-1.2	0.92	-3	8	0.97	2	2
> COc1ccc(Cl)cc1NC(=O)CN(C)C(=O)Cc1ccc(-c2ccccc2)cc1
  -6	1	-2.3	0.98	-6	2	1.1	-2	2
> CCOC(=O)c1ccc2c(c1)n(CCCS(=O)(=O)[O-])c(/C=C/c1ccc(Cl)cc1)[n+]2CC
  -1	0	-0.2	1.1	-2	-12	1	6	-2

Additional results follow.
Value order: hIAP inh	GRIN3A LBD mod	MPTP block	mIAP activ	MIN6 prolif	mIAP block	hIAP act	APOBEC3G inh	A3A deaminase
> COC(=O)c1ccc(CN2C(=O)NC(Cc3c[nH]c4ccccc34)C2=O)cc1 (stereo not given)
  -1	-1	82*	0.98	-1	2	1	-9	-3
> O=C(COc1ccccc1)NCC(c1ccco1)N1CCCCC1 (stereo not given)
  -5	0	-0.8	1	2	-4	1.1	-7	-1
> Cc1cccc(C)c1NC(=O)CN
  -7	0	0.4	1	-3	-5	1.1	-1	1
> Cn1c(N)c(-c2nc3cccnc3n2C)sc1=S
  -51	1	-1.9	1	-3	-2	1.5	-6	2
> CCCCCCCC(=O)N/N=C(\C)c1ccc(N)cc1
  7	.	.	0.86	-1	14	0.93	-15	-5
> O=[N+]([O-])c1cc(C(F)(F)F)ccc1NCCCCNS(=O)(=O)c1ccc2ccccc2c1
  -11	5	91*	0.89	-7	11	1.1	10	6
> CCN(C(=O)c1cc2c(=O)[nH]c3ccc(C)cc3c2s1)c1ccc(OC)cc1
  -12	-2	3.4	0.99	-1	1	1.1	-6	-5
> Cc1ccc(S(=O)(=O)N2CCC(C(=O)Nc3ccccc3N3CCCC3)CC2)cc1
  9	3	-0.2	1.1	0	-8	0.91	1	-1
> CCOC(=O)c1c2ccc(OCC(=O)NN)cc2n2ccccc12
  -35	-1	-1.4	1.9	3	-86	1.4	-4	-1
